Screening data: PubChem BioAssay, National Center for Advancing Translational Sciences (NCATS)
KDM5B inh – blocks human KDM5B histone demethylase activity; Q9UGL1; KDM5B demethylase, FDH-coupled NADH fluorescence (FDH is formaldehyde dehydrogenase); Potency, µM (highest dose often 57.7 µM), for the others: at the top dose activity change, negative = inhibition, hits mostly inhibitors; 220,000 compounds, 2.6% hits; AID 1347165; active = well fitted inhibition curve with a large enough effect; inconclusive = small, poorly fitted or top-dose-only effect; inactive = no such curve, though single readings can be large or run the other way; note: 0% is about no effect; nearly all actives have a fitted effect of over 70% in size
Target sequence (Q9UGL1 whole entry, looked up): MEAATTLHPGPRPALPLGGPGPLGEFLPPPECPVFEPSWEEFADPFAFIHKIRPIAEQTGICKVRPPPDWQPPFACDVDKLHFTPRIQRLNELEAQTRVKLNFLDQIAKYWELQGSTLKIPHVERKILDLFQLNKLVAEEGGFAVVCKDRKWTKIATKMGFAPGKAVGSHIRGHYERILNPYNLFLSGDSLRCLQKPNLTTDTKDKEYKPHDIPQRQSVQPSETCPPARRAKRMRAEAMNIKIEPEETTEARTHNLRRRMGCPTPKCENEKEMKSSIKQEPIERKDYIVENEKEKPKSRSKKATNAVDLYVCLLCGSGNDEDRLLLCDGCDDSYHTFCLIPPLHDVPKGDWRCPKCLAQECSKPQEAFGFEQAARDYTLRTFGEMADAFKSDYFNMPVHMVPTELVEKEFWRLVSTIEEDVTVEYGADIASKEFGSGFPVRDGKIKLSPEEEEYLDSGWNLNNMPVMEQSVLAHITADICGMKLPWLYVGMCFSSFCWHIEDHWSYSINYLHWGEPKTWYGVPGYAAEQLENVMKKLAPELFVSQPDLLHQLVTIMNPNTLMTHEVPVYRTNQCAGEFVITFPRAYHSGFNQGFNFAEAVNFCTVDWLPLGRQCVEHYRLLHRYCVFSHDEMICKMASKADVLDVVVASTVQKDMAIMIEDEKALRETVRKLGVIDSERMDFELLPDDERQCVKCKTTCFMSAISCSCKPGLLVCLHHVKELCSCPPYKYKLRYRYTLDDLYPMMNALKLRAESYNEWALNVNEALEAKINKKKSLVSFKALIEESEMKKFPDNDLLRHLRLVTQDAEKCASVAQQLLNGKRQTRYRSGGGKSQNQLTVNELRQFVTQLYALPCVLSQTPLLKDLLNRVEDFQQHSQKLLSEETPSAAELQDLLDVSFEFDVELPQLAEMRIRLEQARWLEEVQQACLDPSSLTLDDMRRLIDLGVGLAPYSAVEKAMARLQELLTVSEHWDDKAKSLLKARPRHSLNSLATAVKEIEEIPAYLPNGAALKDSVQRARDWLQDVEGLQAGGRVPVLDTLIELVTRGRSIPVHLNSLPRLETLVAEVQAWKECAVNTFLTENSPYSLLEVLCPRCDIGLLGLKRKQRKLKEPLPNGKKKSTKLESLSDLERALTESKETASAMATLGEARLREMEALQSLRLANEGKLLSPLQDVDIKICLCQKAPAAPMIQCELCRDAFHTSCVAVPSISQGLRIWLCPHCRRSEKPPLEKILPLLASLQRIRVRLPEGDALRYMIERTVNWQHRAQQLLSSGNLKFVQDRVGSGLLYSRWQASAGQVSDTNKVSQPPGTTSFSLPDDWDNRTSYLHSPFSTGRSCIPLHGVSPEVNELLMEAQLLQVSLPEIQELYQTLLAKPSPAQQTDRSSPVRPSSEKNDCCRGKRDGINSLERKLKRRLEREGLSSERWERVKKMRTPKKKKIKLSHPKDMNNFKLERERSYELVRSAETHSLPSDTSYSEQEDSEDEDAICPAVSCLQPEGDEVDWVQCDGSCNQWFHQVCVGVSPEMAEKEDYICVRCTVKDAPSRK
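Here, H3K4me3 peptide (12.5 µM in substrate mix) is demethylated by KDM5BΔAP, 200 nM final, after 10 min compound exposure. Formaldehyde product is coupled through FDH (0.25 U/mL in mix) to NADH fluorescence; 30-min ΔRFU feeds dose-response curves.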
Starred values were filed as active, the others as inactive; ? = inconclusive; & = joins results of further samples; [ ] = dose if it differs, or a comment. Potency is the fitted concentration of half-maximal effect. Some of the compounds tested; the hit share may differ from the screen's.

The first three compounds (preview)
SMILES	KDM5B inh
CCOC(=O)C(=NC1CCS(=O)(=O)C1)NNc1cc(Cl)ccc1Cl (stereo not drawn)	160%[activator]
O=C(Nc1ccc2oc(-c3ccncc3)nc2c1)c1cccc2ccccc12	?
Cc1ccc(NC(=O)N2CCc3c(C(=O)NC(C)c4cccnc4)cccc32)cc1 (stereo not drawn)	-35%

All compounds of this part, from the first entry:
SMILES	KDM5B inh
CCOC(=O)C(=NC1CCS(=O)(=O)C1)NNc1cc(Cl)ccc1Cl (stereo not drawn)	160%[activator]
O=C(Nc1ccc2oc(-c3ccncc3)nc2c1)c1cccc2ccccc12	?
Cc1ccc(NC(=O)N2CCc3c(C(=O)NC(C)c4cccnc4)cccc32)cc1 (stereo not drawn)	-35%
CCN1CCC(CC(=O)N2CCC(C3CCN(C(=O)NC)CC3)C2)CC1 (stereo not drawn)	-24%
Cc1cc(C(=O)NCC2Cn3cccc3C(=O)N2CC(C)C)n(C)n1 (stereo not drawn)	15%
COc1ccc(N2CCN(S(=O)(=O)CCNC(=O)c3cc(=O)c4ccccc4o3)CC2)cc1	-14%
COc1ccc(F)cc1C(=O)/C=C/c1ccc(C(=O)O)cc1	9%
COc1ccc(C(=O)N2CCCC(n3cc(-c4nc(C)no4)nn3)C2)cc1 (stereo not drawn)	-24%
Cc1ccn(CC(=O)N[C@@H]2CN(c3ccncn3)C[C@H]2CN(C)C)n1	-23%
CCN1c2cc(C(=O)NCc3ccc(F)cc3Cl)ccc2C(=O)N2CCCCCC21 (stereo not drawn)	?
COc1ccc(CCNC(=O)c2cc3sccc3n2Cc2ccc(Cl)cc2)cc1OC	?
Cc1nn(C)c(C)c1S(=O)(=O)NC1CCc2nnc(C3CC3)n2CC1 (stereo not drawn)	10%
C=CCOC(=O)C1=C(C)N=C2SC=C(CC(=O)N3CCCC3)N2C1c1ccccc1Cl (stereo not drawn)	28µM*
COc1ccc(NC(=O)C(C)(C)C)cc1Cl	16%
COc1ccc2cc(/C=C(/CC(=O)O)c3nc4ccccc4s3)ccc2c1	?
COc1ccc(-n2nc3n(c2=O)CCN(CC2CC2)C3)cc1	21%[149 µM]
CC/C=C(/C)C(=O)NCc1ccco1	10%
CC(C)(C)OC(=O)N1CCC(c2c(C(=O)N3CCCCC3)cnn2-c2ccccc2Cl)CC1	15%
O=C(CN1CCN(C(=O)c2ccc(I)cc2)CC1)N1CCCCC1	24%
NC1(C(=O)N2CCCC(N3CCN(c4cccc(Cl)c4)CC3)C2)CC1 (stereo not drawn)	?
Cc1cc(F)ccc1NC(=O)C1CCCN(C(=O)c2cnn(-c3ccccc3)c2-n2cccc2)C1 (stereo not drawn)	-19%
COCCn1c(C)cc(O)c(C(c2cccc(F)c2)N2CCN(c3ccccc3)CC2)c1=O (stereo not drawn)	-24%
CC(=O)N1CCC(C(=O)N2CCC3(CC2)NC(=O)N(c2cccc(Cl)c2)N3)CC1	-18%
CCC(C)NC(=O)CC1Sc2ncccc2N(CC(C)C)C1=O (stereo not drawn)	?
CC1=C(C(N)=O)C(c2ccc(C)cc2)n2nc(SCc3ccccc3F)nc2N1 (stereo not drawn)	?
O=C(CN1C(=O)NC2(CCOCC2)C1=O)Nc1cc(F)ccc1F	8%
Cc1noc(C)c1C(=O)N1Cc2ccccc2CC2(CCCCN2C)C1 (stereo not drawn)	19%[115 µM]
Cc1cc(NC(=O)c2ccc(F)cc2)n(-c2ccccc2)n1	16%
O=C(NCc1nnc2ccccn12)[C@H]1CNC[C@H](C(=O)N2CCOCC2)C1	7%
O=C(CNc1ccc(F)c(C(F)(F)F)c1)N1CCNC1=O	0%
COCCNC(=O)[C@@H]1C[C@@H](O)CN1C1CCN(C(=O)c2cccc(OC)c2)CC1	-2%
Cc1cnc(CCNC(=O)c2ccnn2C)n1C1CC1	20%
CCOc1ccc(OCC(=O)NCCS(=O)(=O)N2CCN(c3cccc(Cl)c3)CC2)cc1	-24%
COC1CCOC2(CCN(C(=O)NCc3ccc(C)cc3)CC2)C1 (stereo not drawn)	-16%
O=C1N[C@H](CC(=O)N2CCN(c3ccc(F)cc3)CC2)C(=O)Nc2ccccc21	36%
CC1=C(C(=O)Nc2ccc(C)cc2C)C(c2ccc(O)cc2)n2nc(SCC(=O)c3ccc(C)cc3)nc2N1 (stereo not drawn)	-16%
O=c1cc(-c2cccnc2)oc2c(-c3ccccc3O)nccc12	-14%[86.2 µM]
COc1ccccc1NC(=O)C(=O)NCc1ccc(C)cc1	17%
CC(Oc1ccccc1)C(=O)OCc1nc2ccsc2c(=O)[nH]1 (stereo not drawn)	-8%
O=C(O)COc1cccc2[nH]ccc12	-21%
CCCn1c(SC(C)C(=O)c2ccc(Cl)cc2)n[nH]c1=O (stereo not drawn)	9%
CC(C)C(=O)N[C@H]1C[C@@H](Cc2cc(COc3ccccc3)on2)C1(C)C	-29%[86.2 µM]
O=C(c1ccc(F)c(F)c1)c1cc2ccccc2o1	7%
Cn1nccc1C(=O)N1CC(=O)N(C2CCCCC2)CC(OCc2ccccc2)C1 (stereo not drawn)	-4%
CC(Oc1ccc(Cl)cc1)C(=O)OCc1nc(N)nc(N)n1 (stereo not drawn)	-22%
Cc1ccc(N2C(=O)CN=C2Nc2nc(C)cc(C)n2)cc1	?
O=C1CCN(Cc2ccc3c(c2)CCO3)CCCCCCN1	1%
Cc1ccccc1C(=O)N[C@@H]1CN(c2ncccn2)C[C@H]1CO	?
Cn1c(=O)oc2cc(S(=O)(=O)Nc3ccccc3O)ccc21	23%
COc1ccc(CC(=O)N2CCC3(CC2)CC(NC(C)=O)c2ccccc23)cc1 (stereo not drawn)	20%[115 µM]
COc1cc(O)ccc1CN1CCCC(COc2ccccc2C(=O)N2CCOCC2)C1 (stereo not drawn)	3%
CNc1nc(-c2ccc(NS(C)(=O)=O)cc2)cs1	3%
O=C([C@H]1C[C@H](Oc2ccccc2)CN1C(=O)c1ccc(F)cc1)N1CCOCC1	2%
Cn1c(=O)c2c(nc(NCCN)n2Cc2ccc(Br)cc2)n(C)c1=O	-12%
O=c1n(Cc2ccc(Cl)cc2)nc2n1-c1ccccc1OC2	3%
CN(C)c1ccc(CN2CCC3(CC2)CC(=O)Nc2ccccc2O3)cc1	3%[115 µM]
Cc1cc(OCC(=O)NCc2ccncc2)c2c(C)cc(=O)oc2c1	?
Cc1ccc(S(=O)(=O)N2CC[C@@H]2C(=O)O)cc1	20%
CCCCN1C(=O)CCC(C(=O)O)C1c1ccc([N+](=O)[O-])cc1 (stereo not drawn)	5%
O=C1CSC(c2cccc(C(F)(F)F)c2)N1c1cc(Cl)cc(Cl)c1 (stereo not drawn)	-11%

2 of these compounds in a different format:
mol: Cc1ccc(S(=O)(=O)N2CC[C@@H]2C(=O)O)cc1
  KDM5B inh = 20%

mol: CCCCN1C(=O)CCC(C(=O)O)C1c1ccc([N+](=O)[O-])cc1 (stereo not drawn)
  KDM5B inh = 5%

Another view of some results above:
KDM5B inh	structure
3%	O=c1n(Cc2ccc(Cl)cc2)nc2n1-c1ccccc1OC2
3%[115 µM]	CN(C)c1ccc(CN2CCC3(CC2)CC(=O)Nc2ccccc2O3)cc1
?	Cc1cc(OCC(=O)NCc2ccncc2)c2c(C)cc(=O)oc2c1
20%	Cc1ccc(S(=O)(=O)N2CC[C@@H]2C(=O)O)cc1
5%	CCCCN1C(=O)CCC(C(=O)O)C1c1ccc([N+](=O)[O-])cc1 (stereo not drawn)
-11%	O=C1CSC(c2cccc(C(F)(F)F)c2)N1c1cc(Cl)cc(Cl)c1 (stereo not drawn)

Other structures
SMILES	KDM5B inh
Cc1ccc(C)c(N2CCN(C(=O)C(CC(C)C)NS(=O)(=O)c3ccc4nc(C)sc4c3)CC2)c1 (stereo not drawn)	-24%
Cc1cc(C(F)(F)F)c(C#N)c(SCc2cccc3ccccc23)n1	-8%
CC(=O)c1c(C)[nH]c(C(=O)N2CCCC(C)C2)c1C (stereo not drawn)	33%
Cc1ccc(C(=O)N2CCN(c3ccccc3F)CC2)cc1NC(=O)c1nsc2ccccc12	-8%
COc1cccc(-c2ccnc(-c3nnc(C)n3Cc3ccccc3)c2)c1	35µM*
CCN(CC)C(=O)N1C[C@H](NC(=O)c2cn(C)c(=O)[nH]c2=O)[C@@H](C2CC2)C1	-4%
CCCCn1nc(C(=O)Nc2cccc(S(=O)(=O)N3CCCCCC3)c2)c2ccccc2c1=O	17%
CCOc1ccccc1NC(=O)CCS(=O)(=O)c1ccc2c(c1)CCN2C(=O)C1CC1	5%
c1ccc(OCc2cc(CC3(NCc4ccc5c(c4)OCO5)COC3)no2)cc1	11%[86.2 µM]
N#C/C(=C/c1ccc(-c2ccc(Cl)cc2)o1)C(=O)NC1CC1	10%
COc1cccc(S(=O)(=O)N2CCC(n3cnnc3C3CC3)CC2)c1	22%
COc1cccc2c3c(c(=O)[nH]c12)CC(C)(C)O3	2%
CCc1nnc2c(N3CCN(c4cccc(C(F)(F)F)c4)CC3)nc3ccccc3n12	?
O=C(CCc1nc2ccccc2s1)N1CCC(c2noc(-c3cnccn3)n2)C1 (stereo not drawn)	-1%
COc1cc(F)ccc1-c1cc(C(=O)NCc2c(C)cc(C)[nH]c2=O)c2c(c1)N(C(C)C)CCO2	32µM*
Cc1csc(NC(=O)c2ccc(Br)s2)n1	1%
COc1ccc(/C=N/NC(=O)c2ccc(NS(=O)(=O)c3cccs3)cc2)cc1	?
COc1ccc(C(=O)C2CCCN(C(=O)c3ccc4cc[nH]c4c3)C2)c(C)c1 (stereo not drawn)	8%
COC(=O)c1ccc(COC(=O)CC23CC4CC(CC(Br)(C4)C2)C3)o1	11%
CCOC(=O)c1cc(OC(=O)c2ccc(Cl)cc2)n(-c2ccccc2)n1	?
Cc1ccc(NC(=O)CN(C)C(=O)c2cc3cc(C)ccc3nc2C)cc1	-6%
CC(=O)N(C1CC1)C1CCOC2(CCN(C(=O)c3ccc4nc[nH]c4c3)CC2)C1 (stereo not drawn)	-21%
Cn1c(COc2ccc(Cl)cc2)n[nH]c1=S	-19%
O=C1c2c(-c3nc(-c4ccsc4)no3)nnn2CCN1Cc1ccc(F)cc1	15%
CNC(=O)c1ccc(OCc2nc(C(C)C)no2)cc1	-10%
COc1ccc(NC(=O)C(C)N(c2ccccc2)S(C)(=O)=O)cc1 (stereo not drawn)	15%&-10%
O=C(Nc1ccc(SCc2cccnc2)cc1)c1ccc[n+]([O-])c1	27%
Cc1ccc(OCC(O)Cn2c(=N)n(CCN3CCCCC3)c3ccccc32)cc1 (stereo not drawn)	-17%
COCCC(=O)N1CCC2(CC1)CC(N(Cc1ccccc1)C1CC1)CCO2 (stereo not drawn)	-14%
COc1cc(=O)n2c(c1C(=O)N1CCN(c3ccc(C)cc3C)CC1)CCCC2	?
COc1ccc(NC(=O)CN2C(=O)CSc3ccc(S(=O)(=O)N(C)C)cc32)cc1OC	-15%
O=C(c1cc2ccccc2[nH]1)N1CCc2c(n(Cc3cccnc3)n(-c3ccccc3)c2=O)C1	-21%
CNC(=O)N1CCCC1c1nc(C2CN(C(=O)Cc3cccc(F)c3)C2)no1 (stereo not drawn)	-7%
CCOC(=O)C(NC(=O)c1ccc(F)c(F)c1)C(=O)OCC	23%
Cc1cc(C(F)(F)F)nn1CCNC(=O)C1COc2ccccc2C1 (stereo not drawn)	35%
CC(C)Oc1cccc(-c2cccc(COc3ccc4c(cnn4CC[S+](C)(=O)[O-])c3)c2)c1	?
COc1cccc(-c2cc(C(=O)N3CCc4c(c(-c5nncn5C)nn4C)C3)[nH]n2)c1	-25%
COc1ccc(-c2nc3cc(C)ccc3cc2CN2CCC[C@@H]2C(N)=O)cc1OC	?
CCCC(=O)N(c1ccc2oc(-c3ccccc3)c(C(=O)OCC)c2c1)S(=O)(=O)c1ccc(C)cc1	?
COc1ccc([C@H]2C[C@@H](O)[C@@H](O)[C@@H]2NC(=O)COc2ccccc2)cc1	8%[86.2 µM]
COc1nnc(-c2ccc(N3CCOCC3)c(NC(=O)C3CCCCC3)c2)c2ccccc12	4%
O=C(COc1ccc(F)cc1)NC1CCCN(c2ncccn2)C1 (stereo not drawn)	?
Cc1ccc2nc(C(=O)O)[nH]c2c1	-10%
COc1cccc(CNc2ncc(C(=O)Nc3cc(OC)c(OC)c(OC)c3)c(C)n2)c1	0%
CCCn1c(SCCc2ccccc2)nc2c1c(=O)[nH]c(=O)n2C	25%
CN(C)c1cccc(C(=O)NCCC2CCN(C(=O)Nc3cc(F)cc(F)c3)CC2)c1	32µM*
Cc1cc(OCC(=O)Nc2ccc(N3CCN(S(C)(=O)=O)CC3)cc2)ccc1Cl	18%
CC1(C)[C@H](Cc2cc(CCO)on2)C[C@@H]1NCc1ccncc1	-17%[86.2 µM]
CN(C)Cc1cc(CC2(NCc3ccc(C#N)cc3)COC2)no1	-36%[86.2 µM]
COc1cc(-c2ccnc(-c3nnc(C)n3C3CCCCC3)c2)ccn1	-25%[86.2 µM]
COc1ccc(NC(=O)CCN=C2NS(=O)(=O)c3ccccc32)cc1S(=O)(=O)N(C)C	-14%
O=S1(=O)CCC(S(=O)(=O)N2CCOCC2)C1 (stereo not drawn)	-7%
